# Screening results from PubChem BioAssay.
# hgDAF12 agonist = activates the H. glycines DAF-12 receptor ligand-binding domain; HEK293 GAL4-hgDAF12 UAS-luciferase reporter, agonist luminescence; normalized to butyrate control; activation, % at 6.8 µM; 370,000 tested, 1.8% active;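 active = activation above a cutoff set at the mean of all screened compounds plus 3 SD, cut at about 10% in these data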;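 note: 0% = DMSO wells and 100% = sodium butyrate wells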
# ssDAF12 agonist = S. stercoralis DAF-12 activation, primary screen; 370,000 tested, 1% active; HEK293 ssDAF-12/GRIP1 lit1-tk-luc reporter, luminescence; % of 3 µM dafachronic acid response; activation, % at 6.8 µM;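 active = activation above the mean over all tested compounds plus 3 SD, cut at about 0.9% in these data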;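 note: 0% = DMSO-only wells and 100% = 3 µM delta7-dafachronic acid wells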
# DAX1 inh-1 = inhibitors of human orphan nuclear receptor DAX1 (NR0B1). P51843. HEK293 Gal4-DAX1 luciferase reporter, luminescence. inhibition, % at 6.75 µM. 340,000 tested, 0.99% active. AID 504766;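 active = inhibition above the mean over all tested compounds plus 3 SD, cut at about 4.2% in these data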;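 note: 0% = DAX1-transfected cells with DMSO and 100% = empty-vector control cells with DMSO; inhibition shows as a rise in luminescence from relieved DAX1 repression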
# FXN GAA850 act = frataxin GAA850 promoter activation; activation, % at 6 µM; AID 540364; 360,000 tested, 0.56% active; HEK293 lucGAA850 FXN promoter luciferase reporter, 24 h; percent of 10 µM SAHA response;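 active = activation above the average of all compounds screened plus 3 SD, cutoff fixed separately per campaign, cut at about 7.5% in these data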;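 note: 0% = DMSO wells and 100% = 10 µM SAHA wells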
# PG9 Ab binder = PG9 antibody binding by small molecule; AID 624416; inhibition, % at 6.7 µM; TR-FRET gp120-PG9 antibody binding; 360,000 tested, 0.43% active; in the data active = inhibition above about 8.5%
# ADAM10 inh = inhibits human ADAM10. inhibition, % at 7 µM. 370,000 tested, 0.62% active. AID 720582. recombinant ADAM10, EDANS/DABCYL FRET peptide cleavage, 3 h;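 active = inhibition above a per-campaign cutoff equal to the mean of compounds falling between control-based bounds plus 3 SD, cut at about 20% in these data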;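 note: 0% = DMSO wells while the 100% control is not disclosed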
# hcDAF12 agonist = activates DAF-12 receptor from parasite H. contortus; HEK293 hcDAF-12 lit1-tk-luc reporter, luminescence; 0% DMSO, 100% Δ7-dafachronic acid; activation, % at 6.8 µM; 370,000 tested, 1.4% active;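 active = activation above the mean of all tested compounds plus 3 SD, cut at about 5.5% in these data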;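 note: 100% = response to 3 µM Δ7-dafachronic acid high control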
# ADAM17 inh = inhibitors of human ADAM17; recombinant ADAM17, EDANS/DABCYL FRET peptide cleavage; P78536; inhibition, % at 6.95 µM; 370,000 tested, 0.83% active;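 active = inhibition above the mean of compounds lying between control limits plus 3 SD, set per campaign, cut at about 8.5% in these data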;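 note: 0% = DMSO-only wells as the low control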
# DAX1 inh-2 = DAX1 (NR0B1) inhibition, primary screen | HEK293T StAR-luciferase reporter, SF-1/DAX-1 repression relief | inhibition, % at 6.8 µM | 370,000 tested, 1.1% active | AID 652010;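 active = inhibition above the mean over all tested compounds plus 3 SD, cut at about 3.6% in these data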;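 note: 0% = DAX-1 cells with DMSO and 100% = cells lacking DAX-1 with DMSO; higher inhibition means more luminescence from relief of DAX-1 repression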
# GC-A act = GC-A (human) enzyme activation. HEK293 GC-A cells, cGMP TR-FRET, EC30 ANP; 0% at EC30 ANP, 100% saturating ANP. P16066. AID 1671463. 370,000 tested, 0.14% active. activation, % at 10 µM; in the data active = activation above about 40%
# Target sequence (P16066 whole entry, looked up): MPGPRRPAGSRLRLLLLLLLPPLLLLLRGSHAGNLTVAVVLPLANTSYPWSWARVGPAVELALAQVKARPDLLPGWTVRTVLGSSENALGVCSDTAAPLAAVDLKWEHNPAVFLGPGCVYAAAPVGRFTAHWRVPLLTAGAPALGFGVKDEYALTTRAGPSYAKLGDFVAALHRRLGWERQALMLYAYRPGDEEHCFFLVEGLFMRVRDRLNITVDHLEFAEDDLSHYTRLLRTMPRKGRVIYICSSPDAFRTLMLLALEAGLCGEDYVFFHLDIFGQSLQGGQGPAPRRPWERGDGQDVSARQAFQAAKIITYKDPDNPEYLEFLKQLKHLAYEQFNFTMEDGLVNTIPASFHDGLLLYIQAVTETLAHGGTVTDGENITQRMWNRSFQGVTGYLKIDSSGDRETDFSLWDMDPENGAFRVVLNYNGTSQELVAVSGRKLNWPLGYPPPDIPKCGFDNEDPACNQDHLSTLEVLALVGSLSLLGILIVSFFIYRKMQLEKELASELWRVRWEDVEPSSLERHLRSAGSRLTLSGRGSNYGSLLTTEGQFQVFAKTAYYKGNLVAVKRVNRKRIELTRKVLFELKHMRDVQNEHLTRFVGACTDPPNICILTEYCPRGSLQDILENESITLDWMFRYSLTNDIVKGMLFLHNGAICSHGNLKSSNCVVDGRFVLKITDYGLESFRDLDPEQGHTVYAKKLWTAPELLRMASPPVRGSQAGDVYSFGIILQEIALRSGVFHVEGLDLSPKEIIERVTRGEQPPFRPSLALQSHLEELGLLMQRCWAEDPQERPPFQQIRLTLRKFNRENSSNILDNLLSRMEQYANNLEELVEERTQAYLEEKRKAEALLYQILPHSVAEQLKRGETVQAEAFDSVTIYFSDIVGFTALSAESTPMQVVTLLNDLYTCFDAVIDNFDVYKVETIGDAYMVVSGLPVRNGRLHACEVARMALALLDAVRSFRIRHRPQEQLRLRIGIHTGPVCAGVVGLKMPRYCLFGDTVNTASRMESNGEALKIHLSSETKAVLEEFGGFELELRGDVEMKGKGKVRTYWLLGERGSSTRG
# SMARCA2 act = activators of SMARCA2 function; AID 652017; MG213 cells, MMTV-luciferase reporter, dexamethasone, overnight; 370,000 tested, 1% active; activation, % at 9.1 µM; in the data active = activation above about 7.8%;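 note: 0% = vehicle wells and 100% = reference activator wells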
# The depositor's hits bear a star; . = not tested or not shown. Compounds as they come; 6.8% or so of the library scored in one or more.
SMILES,hgDAF12 agonist,ssDAF12 agonist,DAX1 inh-1,FXN GAA850 act,PG9 Ab binder,ADAM10 inh,hcDAF12 agonist,ADAM17 inh,DAX1 inh-2,GC-A act,SMARCA2 act
CCOc1ccc(-n2c(C)cc(/C=N/NC(=O)C(N)=O)c2C)cc1,0.7,-2.1,0.0,-0.6,-1.0,2.4,-0.9,-0.1,0.7,1.3,3.7
COc1ccc(-c2csc(C(O)c3ccc(F)cc3)n2)cc1 (centres undefined),5.2,-1.1,.,0.3,0.9,-3.8,1.7,2.5,1.9,2.7,-0.3
Cc1ccc(C)c(SCC(=O)Nc2oc(C)c3c(C)n[nH]c(=O)c23)c1,-0.6,-1.4,0.5,2.8,0.6,-10.6,1.1,4.6,0.0,-1.0,-1.2
CCCn1c(SCC(=O)N2CCc3ccccc32)nnc1-c1ccco1,-1.5,-0.9,0.4,-1.5,-0.7,7.2,-0.1,2.0,-0.3,-7.6,2.5
CS(=O)(=O)N(CC(=O)NCc1ccncc1)c1cc(Cl)cc(Cl)c1,-0.7,-1.8,0.3,1.8,-0.8,-8.0,-1.1,-3.1,-0.4,3.4,0.3
Cc1cc(C)nc(N(C#N)C(C)C(=O)N(C)C)n1 (centres undefined),-0.3,-1.3,0.1,1.7,0.0,4.0,-1.2,-2.5,-0.2,2.0,-3.1
CN1OC[C@@H]2CN3C(=NCCc4ccccc4)Sc4ccccc4[C@@H]3C[C@@H]21,5.7,-0.7,.,.,-0.2,-10.9,1.9,-4.3,-0.1,-19.3,0.8
CCNc1ccc(C(=O)N/N=C/c2c(C)nn(-c3ccccc3)c2N2CCCC2)cc1[N+](=O)[O-],0.5,-1.2,1.9,3.1,-1.7,4.9,-1.2,1.0,-0.3,1.8,-2.3
COc1ccc2c(=O)c3c(=O)n(Cc4ccco4)c(-c4ccc(C)cc4)nc3oc2c1,-1.5,-1.6,-0.7,-4.1,-0.7,-8.7,-1.4,-0.5,0.0,-6.4,1.9
O=C(O)CC(NC(=O)CCc1ccccc1)c1ccc(Cl)cc1 (centres undefined),-1.5,-0.9,-1.6,-0.3,-3.2,2.2,2.2,0.1,-0.1,0.4,3.8
CN(Cc1ccccc1)Cc1nc2c(c(=O)n(C)c(=O)n2C)n1CCc1ccccc1,-0.6,-0.6,-0.6,2.5,1.9,1.4,-1.4,-0.6,0.1,-4.3,0.6
Cc1nn(C)c(Cl)c1CN1CCN(C2CCCC2)C(CCO)C1 (centres undefined),0.7,-1.6,-1.1,1.0,-0.3,-0.3,-0.9,-2.9,-0.2,-2.0,2.2
COc1ccc(NC(=O)CC2C(=O)N(C)C(=S)N2Cc2cccs2)cc1 (centres undefined),-0.2,-1.3,1.0,-1.2,-0.8,7.3,-1.1,1.4,0.4,0.1,6.1
COc1ccc(NC(=O)CC2C(=O)Nc3ccccc3N2CC(=O)N2CCCC2)cc1 (centres undefined),-1.5,-0.1,-0.5,-0.5,-0.7,-60.4,2.0,-17.2,0.2,1.5,-0.7
COC(=O)[C@@]12CCCCC=C1N(CCc1ccc(Cl)cc1)C(=O)[C@H]2CC(=O)NCCC(C)C,-2.1,-1.4,.,.,.,-2.1,-1.3,-3.2,-1.5,0.5,-1.7
CCOC(=O)CC12CN3CN(C1)CC(CC(=O)OCC)(C3)C2=O,0.7,-0.7,1.8,-3.5,-0.5,-4.8,-1.6,-4.4,0.5,4.3,0.2
Cc1ccc(/C=C2\SC(=S)N(C3CCS(=O)(=O)C3)C2=O)cc1 (centres undefined),-0.6,-1.2,-1.4,-3.3,-1.0,-7.7,-1.2,-5.4,0.0,-5.1,-1.0
O=C1NCC(c2ccccc2)C1C(=O)N/N=C/c1ccc(Cl)s1 (centres undefined),-2.0,-0.3,1.0,0.0,-0.9,-0.3,2.1,-2.5,0.0,-7.7,-3.6
COC(=O)C(Cc1ccccc1)NC(=O)CNC(=O)c1ccc(Br)cc1 (centres undefined),-1.0,-0.6,1.1,1.1,-1.0,-1.6,-0.1,1.3,0.1,-2.3,-3.2
CSc1nnc(-c2sc3cc(Cl)ccc3c2Cl)n1C,-1.2,-1.0,-0.5,6.1,-0.4,-6.0,-2.0,-3.8,-0.8,3.3,-2.8
CCOC(=O)/C=C/c1cccc(C)c1O,13.8*,-0.2,.,.,0.8,-5.6,0.7,-4.2,4.5*,3.2,0.5
O=C(NCc1cccs1)c1cccnc1SCCS(=O)(=O)c1ccc(C(F)(F)F)cn1,-1.9,-0.9,.,-0.8,0.3,-2.0,0.1,-1.6,0.0,-0.5,-3.2
Cc1ccc(NC(=S)NCCSc2ccc(Cl)cc2)cc1,-1.4,-2.2,2.0,1.1,-1.2,9.6,-1.3,4.0,-0.8,6.0,-2.9
COc1c(C(=O)Nc2ccc3[nH]c(=O)[nH]c3c2)cc2ccccc2c1Br,-3.8,-1.7,-1.4,3.0,-5.8,-174.4,-2.3,-62.3,0.5,-13.3,-0.6
CCCc1nnc(NC(=O)c2cn(CC)c3cc(N4CCN(C)CC4)c(F)cc3c2=O)s1,-0.7,-1.7,.,0.1,0.1,-13.6,-0.3,-0.3,0.0,5.0,-1.8
CC(C)c1ccc(NC(=O)Nc2nc(C(N)C3CCCCC3)cs2)cc1 (centres undefined),-0.9,-0.5,.,0.3,1.3,10.0,0.3,3.2,-1.5,3.8,-11.3
COc1ccc(S(=O)(=O)N(CC(=O)NCC2CCCO2)Cc2ccccc2)cc1C (centres undefined),0.4,-0.2,0.2,-1.0,-1.6,4.1,0.7,-1.4,0.1,-3.0,0.2
CCOC(=O)c1sc(NC(=O)c2ccc(S(=O)(=O)N3CCOCC3)cc2)cc1C,0.3,-1.8,-1.4,-0.5,1.0,11.6,-2.3,4.6,-1.3,-5.7,-3.0
CSc1sc(-c2nnc(SCC(=O)Nc3ccccc3)n2C)c2c1C=CCC2,-0.2,-1.7,.,-0.9,-1.2,-36.4,-0.5,-10.9,-0.3,-8.4,-3.2
CCCc1ccc(-c2cc(NC(=O)CSc3n[nH]c(N)n3)n(-c3ccccc3)n2)cc1,3.1,-0.4,1.6,2.7,2.7,28.9*,-0.8,9.8*,1.3,4.3,2.8
O=C(OCc1nc2ccccc2s1)c1cccc(S(=O)(=O)N2CCOCC2)c1,8.0,0.9,2.1,4.8,0.7,9.0,7.7*,8.2,1.6,-4.8,3.5
CCn1c2c(c3ccc(OC)cc31)CCCC2=O,-1.2,-1.6,1.1,0.5,0.8,-35.2,0.3,-11.8,-0.4,7.1,0.7
Cc1c(C(=O)N2CCN(c3ccccn3)CC2)cccc1[N+](=O)[O-],2.3,-1.6,-0.1,2.1,-1.1,3.2,0.5,-4.9,-0.4,-2.2,-0.7
O=C(Cn1cc([N+](=O)[O-])ccc1=O)Nc1ccc2c(c1)OCO2,1.5,-1.2,1.1,1.6,0.0,5.3,2.1,1.9,2.1,1.8,2.8
Cn1cccc1C(=O)N1CCN(S(=O)(=O)c2ccc([N+](=O)[O-])cc2)CC1,1.3,-1.2,.,.,.,-1.9,-2.3,1.3,-0.3,1.9,-0.4
Cc1ccc2cc(CN(CC3CCCO3)C(=S)NCc3ccco3)c(=O)[nH]c2c1 (centres undefined),1.2,-0.7,-0.9,0.8,0.5,-10.8,1.6,-0.8,-0.4,2.6,-3.6
CN1OC[C@@H]2CN(C(=O)c3ccc(-c4ccccc4)cc3)[C@H](c3ccc(-c4cccc(F)c4)cc3)C[C@@H]21,2.9,-1.1,-0.7,0.8,-0.1,4.8,0.3,1.6,-1.1,1.1,-2.6
O=C(/C=C/[C@H]1O[C@@H](n2ccc(=O)[nH]c2=O)[C@H](O)[C@@H]1O)NCc1ccco1,0.1,-1.2,.,.,0.4,-3.6,0.2,-2.5,-1.0,6.3,-3.3
Cc1ccc(S(=O)(=O)NC(CC(C)C)C(=O)N2CCOCCOCCOCCOCC2)cc1 (centres undefined),-1.2,-0.8,-0.6,0.6,-2.3,-4.0,-1.6,-2.9,-0.3,-0.4,-0.3
COc1ccc(CC(=O)NC2CC(C)(C)NC(C)(C)C2)cc1,-1.0,-0.6,0.3,-1.8,1.4,5.3,-1.7,-5.2,0.2,4.8,-3.5
C/C=C/c1cccc(-c2nc(C(=O)NC3CCCC3)cc3c2[C@@H](CCO)N(S(=O)C(C)(C)C)C3)c1 (some centres undefined),-0.6,-1.1,.,.,-0.2,-5.2,-2.0,0.8,0.2,0.8,0.6
COc1cccc(NC(=O)NC2(C(=O)N3CCN(C)CC3)CCCCC2)c1,3.9,-0.2,0.2,-2.3,-0.9,-5.2,-2.4,1.1,0.0,-0.8,-2.2
CCc1nc2ccc(C(=O)Nc3cccc(OC)c3)cn2c1N(CCC(C)C)CCN(C)C,-2.9,-1.1,.,-4.6,-1.7,-7.3,-0.4,-3.4,0.6,-4.0,-2.8
Cc1csc(SC(C)C(=O)Nc2ccc(S(=O)(=O)N3CCCC3)cc2)n1 (centres undefined),3.7,-1.5,-0.7,-3.4,0.6,9.3,-0.9,-3.9,1.5,-1.1,1.2
O=[N+]([O-])c1c(Nc2ccccc2O)cc(N2CCOCC2)c2nonc12,-0.8,-1.5,-0.3,-1.9,-2.4,6.0,-1.2,-1.9,-0.6,14.0,3.0
O=S(=O)(Nc1nc2ccccc2nc1-[n+]1ccccc1)c1ccc(Cl)cc1,4.6,-0.9,-0.5,3.3,-2.0,-1.5,0.8,0.6,-0.1,0.6,-1.5
CC(=O)c1ccc(N2C(=NC(=O)CCc3ccccc3)SC3CS(=O)(=O)CC32)cc1 (centres undefined),3.3,-0.7,0.5,0.4,0.1,-1.6,-1.7,-5.7,0.3,3.3,0.1
CC(C)CC(=O)c1c[nH]c(C(=O)NCc2cccs2)c1,0.5,-1.2,0.3,0.7,0.5,-1.0,-0.7,-0.2,-0.3,-0.3,2.2
Cc1ccc(CNC(=O)c2cc3cc(Br)ccc3oc2=N)cc1,1.0,-0.8,0.2,-0.6,-1.9,3.7,3.6,-4.9,-0.1,9.1,1.5
Cc1ccccc1N1C(=O)C(Cl)=C(N2CCOCC2)C1=O,0.0,-1.1,1.2,-0.1,-0.1,2.8,2.7,2.0,-0.4,1.1,-2.9

# Remaining list, next part
SMILES,hgDAF12 agonist,ssDAF12 agonist,DAX1 inh-1,FXN GAA850 act,PG9 Ab binder,ADAM10 inh,hcDAF12 agonist,ADAM17 inh,DAX1 inh-2,GC-A act,SMARCA2 act
Cc1noc(N)c1C1(O)C(=O)Nc2c(Cl)cc(Cl)cc21 (centres undefined),2.2,-1.0,-0.9,1.1,0.4,-18.0,2.1,-17.4,-1.0,2.3,-3.2
CCOc1ccccc1NC(=O)CN1CCCCCC1,-1.4,-1.5,1.2,-0.3,1.1,-11.4,-2.6,-5.7,0.2,2.2,-5.1
COc1ccc(CCN2C(=S)NC3CC2(C)Oc2ccc([N+](=O)[O-])cc23)cc1OC (centres undefined),-5.5,-2.2,-3.6,-0.4,-1.5,6.6,-2.2,2.3,-1.0,2.7,-4.2
COc1ccc(CCNS(=O)(=O)c2ccc3c(c2)OCCO3)cc1OC,-0.8,-1.7,1.0,3.0,-0.1,-8.6,-1.0,-3.1,-0.8,9.2,-3.6
COCCNS(=O)(=O)c1cccn1-c1ncc(C(F)(F)F)cc1Cl,3.7,-0.7,-0.9,0.5,1.1,-0.5,-1.6,-2.0,-0.2,-0.7,-4.0
